# Screening results: PubChem BioAssay, National Center for Advancing Translational Sciences (NCATS)
# BLM inh: blocks DNA unwinding by human BLM helicase | recombinant BLM DNA unwinding, fluorescence dequenching | Potency, µM (highest dose often 56.1 µM), inactives show at the top dose activity change, negative = inhibition, actives largely listed as inhibitors | 350,000 compounds, 0.2% hits | AID 2528;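 further: potency means the concentration at half of the fitted maximal effect; plate controls were vehicle for no effect and no enzyme for full effect; nearly all actives have a fitted effect of over 35% in size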
# APEX1 inh: inhibitors of human APE1 endonuclease. 350,000 compounds, 0.35% hits. AID 2517. Potency, µM (titrated, usually from 65.8 µM), for the others: at the highest dose activity change, negative = inhibition, usual class: inhibitors. P27695. recombinant APE1, TAMRA/BHQ-2 abasic DNA cleavage fluorescence;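 further: potency means the concentration at half of the fitted maximal effect; plate controls were vehicle for no effect and reference inhibitor for full effect; nearly all actives have a fitted effect of over 55% in size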
#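 Incision of a quenched TAMRA/BHQ-2 THF abasic-site duplex (50 nM) by 0.75 nM APE1, after 15 min compound preincubation, measured as fluorescence increase over three 60 s reads. Values normalized to buffer, DMSO and NSC13755 control wells.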
# ALOX12 inh: inhibitors of human 12S-lipoxygenase ALOX12; P18054; purified 12hLO, xylenol orange hydroperoxide absorbance; Potency, µM (doses to about 108 µM), for inactives: at the highest dose activity change, negative = inhibition, most hits filed as inhibitors; 580,000 compounds, 1.1% hits; AID 1671190; further: potency means the concentration at half of the fitted maximal effect; on the % scale 0 is the no-effect control and ±100 the full control effect
#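 Purified human 12hLO at 150 nM in 25 mM Hepes, 0.01% Triton X-100, pH 7.0, preincubated 15 min at room temperature with compound. Reaction started with 40 uM arachidonic acid, 30 min at room temperature. Hydroperoxide measured by Fe-xylenol orange, 573/405 nm absorbance ratio.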
# Pol kappa inh: inhibitors of human DNA polymerase kappa | Q9UBT6 | Potency, µM (top dose mostly 107 µM), inactives show at the highest dose activity, negative = inhibition, most hits filed as inhibitors | 400,000 compounds, 0.53% hits | purified Pol kappa, fluorescent DNA synthesis assay, 10 min; further: potency means the concentration at half of the fitted maximal effect; on the % scale 0 is the no-effect control and ±100 the full control effect
#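 Kinetic fluorescence screen: compound preincubated 15 min RT with 10 nM enzyme; 50 nM substrate (final) initiates; reads at 0/10 min.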
# Apoferritin bind: binds horse apoferritin like a general anesthetic. P02791. apoferritin/1-aminoanthracene competitive binding, fluorescence. Potency, µM (series often up to 77.5 µM), inactives show top-dose activity change, negative = displacement, usual class: inhibitors. 350,000 compounds, 0.074% hits. AID 485281; further: potency means the concentration at half of the fitted maximal effect; on the % scale 0 is the no-effect control and ±100 the full control effect; nearly all actives have a fitted effect of over 20% in size
#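 Steps: apoferritin (10 uM) was premixed with half-saturated 1-AMA in PBS, compounds were pin-transferred, plates stood 10 min at room temperature, fluorescence was read at 380/535 nm, and curves were fitted with a Hill equation.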
# Pol iota inh: DNA polymerase iota (human) inhibition | AID 588590 | Potency, µM (highest dose often 115 µM), without a hit: at the highest dose activity, negative = inhibition, usual class: inhibitors | Pol iota fluorescent replication assay, 10 min | Q9UNA4 | 390,000 compounds, 1% hits; further: potency means the concentration at half of the fitted maximal effect
# Target sequence (Q9UNA4 whole entry, looked up): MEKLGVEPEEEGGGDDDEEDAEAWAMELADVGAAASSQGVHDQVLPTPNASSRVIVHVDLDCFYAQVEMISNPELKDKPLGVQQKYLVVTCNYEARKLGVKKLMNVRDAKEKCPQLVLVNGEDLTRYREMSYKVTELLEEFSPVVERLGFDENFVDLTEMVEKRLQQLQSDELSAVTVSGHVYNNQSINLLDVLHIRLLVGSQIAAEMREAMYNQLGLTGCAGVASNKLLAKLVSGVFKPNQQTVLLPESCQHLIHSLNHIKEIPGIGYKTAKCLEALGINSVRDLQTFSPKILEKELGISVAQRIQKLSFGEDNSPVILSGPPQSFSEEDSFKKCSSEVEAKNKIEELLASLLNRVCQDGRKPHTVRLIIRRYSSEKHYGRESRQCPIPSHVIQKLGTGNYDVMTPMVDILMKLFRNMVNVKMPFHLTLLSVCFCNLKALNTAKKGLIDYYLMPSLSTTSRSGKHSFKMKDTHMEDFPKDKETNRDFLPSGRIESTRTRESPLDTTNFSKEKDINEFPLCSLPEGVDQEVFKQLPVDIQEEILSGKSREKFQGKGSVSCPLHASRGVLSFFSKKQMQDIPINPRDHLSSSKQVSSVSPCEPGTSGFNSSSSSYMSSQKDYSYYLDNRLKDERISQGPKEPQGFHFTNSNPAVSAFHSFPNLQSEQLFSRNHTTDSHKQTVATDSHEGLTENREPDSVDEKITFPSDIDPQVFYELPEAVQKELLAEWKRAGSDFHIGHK
#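 Pol iota at 10 nM preincubated 15 min with compounds at room temperature; reaction started with fluorescent substrate, 50 nM final. Fluorescence read kinetically at 0 and 10 min; buffer-only wells as negative control.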
# TRHR agonist: TRH receptor (human) agonism; P34981; TRHR cells, calcium flux fluo-8, FDSS agonist mode; activation, % at 2 µM; 360,000 compounds, 0.18% hits; AID 493084; in the data active means activation above about 30%; further: 0% is about no effect
# Target sequence (P34981 whole entry, looked up): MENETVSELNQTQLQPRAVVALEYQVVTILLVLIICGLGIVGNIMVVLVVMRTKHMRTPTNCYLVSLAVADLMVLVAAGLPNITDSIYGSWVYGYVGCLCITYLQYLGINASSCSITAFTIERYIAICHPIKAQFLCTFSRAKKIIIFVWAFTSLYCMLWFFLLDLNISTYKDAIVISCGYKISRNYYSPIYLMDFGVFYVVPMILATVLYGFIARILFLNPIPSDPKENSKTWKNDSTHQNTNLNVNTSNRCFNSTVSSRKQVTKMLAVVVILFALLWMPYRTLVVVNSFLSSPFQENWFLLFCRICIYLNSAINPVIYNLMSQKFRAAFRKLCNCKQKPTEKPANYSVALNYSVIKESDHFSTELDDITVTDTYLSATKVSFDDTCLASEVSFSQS
#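 Read-out: compound-evoked intracellular calcium rise in TRHR cells, fluo-8 dye, kinetic FDSS fluorescence at 1 s/cycle following a 10-cycle baseline. Cells cultured overnight before dye loading (30 min–1.5 h, RT).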
# ERG-DNA inh: blocks human ERG Ets domain binding to DNA | fluorescence polarization, His-ERG Ets domain / labelled DNA | Potency, µM (doses to about 76.9 µM), for inactives: top-dose FP activity, negative = inhibition, hits mostly inhibitors | 370,000 compounds, 0.028% hits | AID 624246; active means well fitted inhibition curve with a large enough effect in the polarisation, with a control signal flat; inconclusive means small, poorly fitted or top-dose-only effect, or effect the other way, or a change in a side signal; inactive means no such curve, though single readings can be large or run the other way; the % refers to the polarisation;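 further: polarization taken with two DNA probes labelled with fluorescein and Texas red; potency means the concentration at half of the fitted maximal effect; % of control where 0% means no effect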
#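 His-tagged ERG Ets domain (1 uM in the protein solution; 300mM KCl, 50mM Tris-HCl, 1mM EDTA, 1mM DTT, pH 7.5) received compound, then a probe mix of 5 nM fluorescein-DNA and 100nM Texas-615-DNA. Fluorescence polarization was read for both dyes.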
# Pol beta inh: blocks human DNA polymerase beta activity; P06746; Pol beta primer extension/strand displacement, fluorescence kinetic; Potency, µM (top dose mostly 114 µM), inactives show at the highest dose activity change, negative = inhibition, most hits filed as inhibitors; 340,000 compounds, 1.3% hits; AID 485314; further: potency means the concentration at half of the fitted maximal effect; on the % scale 0 is the no-effect control and ±100 the full control effect
#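 Preincubation: enzyme (10 nM) with compound, 15 min, RT. Reaction: substrate added to 50 nM final. Reads: 0 and 10 min. Analysis: normalized, Hill fit.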
# An asterisk follows results filed as active; ? = inconclusive; / = not tested or not shown; & = joins results of further samples; [ ] = another dose, or the depositor's remark. Unless noted, the call rests on the fitted dose curve; in most records, active means well fitted curve in the direction sought with a large enough effect; inconclusive means small, poorly fitted or top-dose-only effect, or another doubt; inactive means no such curve, though single readings can be large; an effect the other way counts as inactive or inconclusive. An excerpt; the hit share may differ from the screen's.
SMILES,BLM inh,APEX1 inh,ALOX12 inh,Pol kappa inh,Apoferritin bind,Pol iota inh,TRHR agonist,ERG-DNA inh,Pol beta inh
CN(Cc1cccnc1)C(=O)CC1C(=O)NCCN1Cc1ccc(-c2ccccc2)cc1 (stereo not drawn),1.4%,-2.0%,-0.6%,-1.2%,-9.2%,33.9%[activator],-0.2,-1.0%,0.3%
O=C(Nc1ccc2c(c1)oc1ccccc12)C1CC1,-2.6%,0.8%,26.3%,-7.9%,-1.7%,9.2%,0.1,-1.8%,5.2%
CCCc1cc(C(=O)NC2CCCN(Cc3ccccc3F)C2)no1 (stereo not drawn),0.2%,-10.3%,-13.2%,-13.8%,-18.5%,20.3%,-0.1,-3.6%,5.3%
COc1ccccc1NS(=O)(=O)c1cccc(C(=O)N2CC(C)OC(C)C2)c1 (stereo not drawn),/,27.6%,-17.9%,-1.5%,/,66.7%[activator],0.1,12.1%,/
COc1ccc(-n2nnnc2SCC(=O)NCc2cccs2)cc1,-1.8%,-2.8%,-0.4%,-3.6%,-16.4%,212.0%[activator],0.1,-2.1%,-1.6%
COc1ccc(S(=O)(=O)N2CCN(c3ccc(F)cc3)CC2)cc1C(=O)N1CCCC1,-2.2%,-8.3%,-10.5%,-6.5%,2.5%,22.6%,0.5,4.7%,16.0%
COC(=O)CSc1nccc(-c2ccc(F)cc2)c1C#N,-9.5%,?,6.0%,-7.9%,-17.1%,104.7%[activator],-1.2,-3.0%,16.4%
COc1ccc(NS(=O)(=O)c2ccc(Cl)c(C(=O)O)c2)cc1S(=O)(=O)N1CCCCC1,-1.2%,?,-3.1%,-3.9%,-7.8%,-25.0%,-0.1,8.3%,12.6%
CCOc1ccc(-n2c(C)cc(/C=N/Nc3nc(C)cc(=O)[nH]3)c2C)cc1,-1.4%,?,0.0%,-5.4%,-13.8%,-9.2%,-0.7,-18.5%,20.0%
O=Cc1cnc2ccccc2c1-c1ccccc1,-0.4%,-15.9%,-4.4%,-4.1%,-22.0%,22.6%,-0.2,9.1%,-0.9%
CCn1c(=NC(=O)CSC(C)=O)sc2ccccc21,1.8%,4.4%,21.6%,-11.8%,-20.7%,-4.9%,0.9,-4.1%,0.8%
Cc1cccc(Nc2c(O)nc[nH]c2=O)c1,/,/,-10.2%,8.0%,/,13.6%,/,?,/
COc1ccc(C2=N[C@@H](C(C)C)CO2)cc1,0.8%[120 µM],1.8%[120 µM],/,-0.9%,-11.5%[163 µM],/,/,/,/
CCOC(=O)c1[nH]c(C)c(CCC(=O)Nc2ccc(C)cc2Cl)c1C,-3.7%,/,-18.1%,1.4%[60.1 µM],3.4%,-11.6%,-0.9,1.5%,-16.6%
O=C(CSc1nc(-c2ccccc2Cl)ns1)NCc1ccc2c(c1)OCO2,-1.4%,-3.0%,4.3%,2.6%,?,-3.4%,-1.1,-8.6%,7.1%
O=C1C(=O)N(Cc2cccc([N+](=O)[O-])c2)c2ccccc21,-4.3%,-2.8%,-14.5%,-6.0%,-13.7%,83.9%[activator],-0.5,0.8%,8.7%
COc1ccc(CNc2nc3ccccc3n2CCN2CCCCC2)c(OC)c1,-0.2%,12.1%,?,1.8%,?,14.3%,3.0,2.1%,19.3%
N#Cc1ccc(CN2CCCC3(CCN(C(=O)c4ccncc4)CC3)C2)cc1,3.9%,-3.6%,0.9%[57.4 µM],-3.2%[60.1 µM],/,/,/,/,/
Cc1ccc(CNC(=O)/C=C/C(=O)O)cc1,-0.3%,0.3%,0.5%,0.7%,-1.0%,12.9%,1.0,8.7%,5.4%
Cc1ccc(-n2nnnc2CNC(=O)C(C)C)cc1C,-2.0%,/,-24.3%,-4.3%[60.1 µM],2.4%,0.0%,0.4,1.9%,20.1%
COc1ccccc1/C=N/NC(=O)CSc1cc(C)nc2ccccc12,-8.9%,26.9%,2.6%,6.1%,-14.2%,19.2%,-0.3,-8.2%,2.2%
O=C(NCc1ccc(-c2nc3ccccc3s2)cc1)c1cc2ccccc2o1,2.0%,-1.9%,-10.3%,-10.4%,-10.8%,-3.2%,-0.2,-5.7%,0.1%[57.1 µM]
Fc1cc(NC(=S)NCc2ccc(CNC(=S)Nc3ccc(Cl)c(F)c3)cc2)ccc1Cl,-5.1%,2.4%,-8.2%,-5.3%,-3.4%,40.9%,0.7,-2.1%,-2.3%
Cc1ccc(C(c2nnnn2C2CCCC2)N2CCN(c3nc4ccccc4s3)CC2)cc1 (stereo not drawn),/,/,-15.6%,-0.7%,/,10.6%,/,-6.4%,/

# Given with tabs: entries from further up
structure	BLM inh	APEX1 inh	ALOX12 inh	Pol kappa inh	Apoferritin bind	Pol iota inh	TRHR agonist	ERG-DNA inh	Pol beta inh
O=C(NCc1ccc(-c2nc3ccccc3s2)cc1)c1cc2ccccc2o1	2.0%	-1.9%	-10.3%	-10.4%	-10.8%	-3.2%	-0.2	-5.7%	0.1%[57.1 µM]
Cc1ccc(-n2nnnc2CNC(=O)C(C)C)cc1C	-2.0%	/	-24.3%	-4.3%[60.1 µM]	2.4%	0.0%	0.4	1.9%	20.1%

# Additional compounds.
SMILES,BLM inh,APEX1 inh,ALOX12 inh,Pol kappa inh,Apoferritin bind,Pol iota inh,TRHR agonist,ERG-DNA inh,Pol beta inh
COc1cc(C(=O)NNC(=O)CCOc2ccccc2)cc(OC)c1OC,/,6.6%,0.3%,1.6%,/,6.0%,/,/,/
Cc1sc2ncnc(SCC(=O)NC3CCCC3)c2c1C,2.1%,10.3%[12.4 µM],-7.0%,-5.6%,4.0%,4.8%,-1.0,-3.7%,65.2%
N#C/C(=C\c1cn(Cc2ccccc2F)c2ccccc12)C(=O)NCc1ccco1,1.2%,1.7%,-14.6%,0.1%,7.7%,10.9%,1.0,4.1%,-0.2%
CC(=O)c1cc(C#N)c(N(C)Cc2ccccc2)nc1C,-5.3%,-6.8%,16.4%,-7.8%,?,-9.5%,0.1,-1.1%,?
O=C(Cn1ncn2nc(-c3ccccc3)cc2c1=O)NCc1ccccn1,0.7%,40.4%,18.1%,6.8%,-9.4%,-3.4%,0.1,0.7%,-9.7%
COc1ccccc1CCNC(=O)C(=O)NCC1OCCN1S(=O)(=O)c1cc(F)ccc1F (stereo not drawn),-0.9%,25.2%,-4.3%,1.3%,-19.7%,50.8%[activator],-0.3,0.3%,-19.9%
Cc1ccccc1Cn1c(=O)n(CCc2ccccc2)c(=O)c2c(C)c(C)sc21,-4.8%,/,-26.8%,1.6%,-6.6%,18.5%,0.0,3.3%,-19.1%
CCC(CC)Nc1ccc(C(CC(N)=O)NC(=O)Cc2ccc(Br)cc2)cc1[N+](=O)[O-] (stereo not drawn),-7.3%,0.7%,-7.2%,3.8%,6.8%,14.1%,-0.9,-1.2%,28.1%
CC1CCN(S(=O)(=O)c2ccc3c(ccc(=O)n3CC(=O)NCc3ccccc3)c2)CC1,-3.1%,/,?,-0.8%[60.1 µM],?,34.0%[activator],-0.5,2.0%,7.0%
COc1cccc(N(C(=O)Cn2nnc(-c3cccs3)n2)C(C(=O)NC2CCCCC2)c2ccncc2)c1 (stereo not drawn),-3.8%,-4.6%,5.3%,-5.5%,-5.2%,54.3%[activator],-0.3,2.2%,41.7%
O=S(=O)(c1cccc(C(F)(F)F)c1)N1CCC(O)(c2cccnc2)CC1,-2.0%,4.9%,-23.3%,-4.2%,-9.4%,2.7%,-1.5,3.7%,-0.4%
Cc1cc(NC(=O)CN2CCCCC2C)no1 (stereo not drawn),1.4%,-2.4%,?,-4.5%,-13.5%,?,-0.7,0.2%,2.9%
CC(=O)N(CN1C(=O)c2ccccc2C1=O)c1cccc(C)c1,0.8%,-2.1%,0.0%,-1.9%,-16.3%,0.6%,-0.4,-3.9%,9.6%
Cn1c(SCC(=O)NC2CCCCC2)nnc1-c1ccccn1,3.4%,24.0%,?,5.4%,-6.3%,-4.2%,-0.4,11.1%,4.6%
Clc1ccc(-c2nnc(C3CCCCC3)o2)cc1,2.2%,1.0%,6.2%&1.9%,3.4%,-3.2%,-0.2%,-0.2,0.4%,4.7%
O=C(O)CCCC(=O)Nc1ccc(-n2ccc(C(F)(F)F)n2)cc1,-1.4%,-2.6%,0.0%,-5.5%,-0.9%,16.3%,-0.1,-1.0%,?
CCC(C)NC(=O)CCC(=O)NNc1nc2ccccc2c2nc(C)nn12 (stereo not drawn),-10.0%&-1.4%,2.9%,-13.4%&-9.6%,3.8%&3.5%,27.6%&-0.7%,31.3%&170.9%[activator],-1.1&0.6,2.5%&5.1%,?
CCCOc1ccc(CNC(=O)Cc2cccs2)cc1,-0.9%,-7.9%,0.0%,-2.2%,-4.5%,34.3%[activator],-0.6,8.1%,?
CCCCc1c(C)nc2cc(-c3ccco3)[nH]n2c1=O,-2.9%,?,?,-14.3%,-11.9%,184.3%[activator],0.0,4.1%,-14.3%
O=C(O)c1cc([N+](=O)[O-])ccc1N1CCC(Cc2ccccc2)CC1,1.3%,-5.3%,-24.5%,-4.9%,-11.8%,8.9%,0.0,-12.3%,22.2%[57.1 µM]
COc1ccc(S(=O)(=O)N2CCN(CC(=O)c3[nH]c(C)c(C(C)=O)c3C)CC2)cc1OC,/,-7.6%,428.5%[activator],-4.7%,/,27.8%,1.0,/,/
CN(c1ccccc1C(N)=O)S(=O)(=O)c1ccccc1,6.7%,23.0%,12.1%,-16.0%,3.6%,-3.4%,1.0,2.7%,9.3%
Cc1cc(Nc2ccccc2C(=O)O)nc2nc3ccccc3c(=O)n12,-3.5%,-8.2%,-22.8%,-16.2%,-9.2%,4.0%,0.3,-7.4%,18.7%
Cc1ccc(-n2nc(C)c3c(C)c(CCC(=O)O)c(C)nc32)cc1,-0.4%,-10.1%,0.0%,-1.6%,-12.6%,146.0%[activator],-2.0,14.3%,27.0%
